# MIN6 prolif: MIN6 beta-cell proliferation induction | MIN6 cells proliferation, ATPlite luminescence, 48 h; cells starved in 0.2% serum; 100% = growth in 10% serum | proliferation, % at 10 µM | actives 0.29% (n = 330,000) | AID 2380;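 active = compounds whose signal lies at least 3.5 SD above the mean of all wells on their plate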;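 note: 0% = DMSO-treated cells in low-serum medium and 100% = 10% serum control; some compounds called inactive have numbers as strong as hits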
# hIAP block: blocks human intestinal alkaline phosphatase. P09923. purified IAP, CDP-Star luminescence, 30 min. inhibition, % at 10 µM. actives 0.12% (n = 330,000). AID 2544;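 active = inhibition reaching a set limit with compound at 10 µM in the primary screen, cut at about 35% in these data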;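 note: plate controls were DMSO wells with enzyme for no effect and no-enzyme buffer wells for full effect; values of inactives mirror those of a sister screen read the other way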
# A3A deaminase: inhibitors of human APOBEC3A DNA deaminase; P31941; inhibition, % at 20 µM; actives 0.41% (n = 330,000); recombinant A3A, FAM/TAMRA ssDNA deamination fluorescence; AID 493011;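 active = at least 40% inhibition at 20 µM here, with at most 30% in a related deaminase screen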;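 note: plate controls were A3A with DMSO for no effect and wells lacking A3A enzyme for full effect; some results filed as inactive read as strong as hits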
# Target sequence (P31941 whole entry, looked up): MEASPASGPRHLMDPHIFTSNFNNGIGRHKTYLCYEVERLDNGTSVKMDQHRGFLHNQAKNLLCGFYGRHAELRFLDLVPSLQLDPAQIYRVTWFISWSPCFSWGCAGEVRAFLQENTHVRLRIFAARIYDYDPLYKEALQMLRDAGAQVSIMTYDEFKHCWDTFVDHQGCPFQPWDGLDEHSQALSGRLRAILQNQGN
# hIAP activ: increases human intestinal alkaline phosphatase activity; purified human IAP, CDP-Star luminescence, 30 min; hits give high values; 1 = vehicle-only enzyme, 0 = enzyme-free background; AID 2524; P09923; actives 0.16% (n = 330,000); activation factor at 10 µM;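 active = activation factor of the enzyme at least 2-fold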; note: the source names both 10 and 20 µM as test concentration; values of inactives mirror those of a sister screen read the other way
# A3G deaminase: inhibitors of human APOBEC3G DNA deaminase. Q9HC16. recombinant A3G, ssDNA deamination FAM/TAMRA fluorescence. inhibition, % at 20 µM. actives 0.28% (n = 330,000);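 active = inhibition of at least 40% at 20 µM, with no more than 30% in the related APOBEC3A deaminase screen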;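 note: plate controls were DMSO wells with A3G for no effect and wells lacking A3G enzyme for full effect; some compounds called inactive have numbers as strong as hits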
# Target sequence (Q9HC16 whole entry, looked up): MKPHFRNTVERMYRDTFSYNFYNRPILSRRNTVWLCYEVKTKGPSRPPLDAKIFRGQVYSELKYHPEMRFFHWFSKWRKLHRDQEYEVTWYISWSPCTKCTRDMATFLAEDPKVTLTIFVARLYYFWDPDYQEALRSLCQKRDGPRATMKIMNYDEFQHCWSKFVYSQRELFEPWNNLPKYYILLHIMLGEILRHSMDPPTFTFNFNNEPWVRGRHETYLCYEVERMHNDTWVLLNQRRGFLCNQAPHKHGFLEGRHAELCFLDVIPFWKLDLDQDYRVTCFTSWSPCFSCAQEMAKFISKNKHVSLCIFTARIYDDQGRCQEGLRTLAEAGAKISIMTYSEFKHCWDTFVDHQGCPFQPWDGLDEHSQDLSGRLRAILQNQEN
# ATG4B inhibitor: blocks human ATG4B protease cleavage of LC3 substrate. ATG4B cleavage of LC3-PLA2, NBD-HPC fluorescence, 1 h. inhibition, % at 8.33 µM. actives 0.51% (n = 340,000); in the data active = inhibition above about 40%
# Target sequence (Q9Y4P1 whole entry, looked up): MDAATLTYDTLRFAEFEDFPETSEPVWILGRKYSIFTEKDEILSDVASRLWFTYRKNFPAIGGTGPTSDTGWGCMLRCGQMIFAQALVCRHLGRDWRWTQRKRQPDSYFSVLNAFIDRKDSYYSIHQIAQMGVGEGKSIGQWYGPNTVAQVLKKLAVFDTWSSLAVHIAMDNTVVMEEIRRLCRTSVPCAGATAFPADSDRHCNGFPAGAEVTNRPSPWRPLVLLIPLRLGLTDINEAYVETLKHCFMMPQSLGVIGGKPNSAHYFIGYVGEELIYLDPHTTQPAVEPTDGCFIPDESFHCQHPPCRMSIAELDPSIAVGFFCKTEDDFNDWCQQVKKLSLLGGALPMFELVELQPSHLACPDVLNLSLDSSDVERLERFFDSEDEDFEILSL
# mIAP inh: blocks mouse intestinal alkaline phosphatase. purified mouse IAP, CDP-Star luminescence, 30 min. inhibition, % at 10 µM. actives 0.2% (n = 330,000);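 active = inhibition of at least 40% at 10 µM in the primary screen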;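 note: plate controls were DMSO with enzyme for no effect and no enzyme wells for full effect; values of inactives mirror those of a sister screen read the other way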
# mIAP act: increases mouse intestinal alkaline phosphatase activity | muIAP, CDP-Star luminescence, 30 min; hits give high values; 1 = vehicle-only enzyme signal, 0 = enzyme-free wells | activation factor at 10 µM | actives 0.24% (n = 330,000) | AID 2805;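 active = activation factor of at least 2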; note: the source names both 10 and 20 µM as test concentration; values of inactives mirror those of a sister screen read the other way
#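 Assay system: mouse IAP enzyme; Reagent: CDP-Star chemiluminescent phosphatase substrate; Compound: DMSO-dissolved test compounds; Incubation: 30 min, room temperature; Technique: luminescence from enzymatic CDP-Star hydrolysis; Controls: DMSO-only wells and no-enzyme negative control.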
# MPTP block: inhibitors of mitochondrial permeability transition pore. isolated mouse mitochondria, Ca2+ swelling absorbance, 30 min. inhibition, % at 10 µM. actives 1.4% (n = 360,000);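 active = inhibition of 50% or more, scaled per plate between neutral and stimulator controls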;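 note: 0% = DMSO wells given calcium and 100% = 1 mM EGTA wells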
# Starred values were filed as active, the others as inactive.
SMILES,MIN6 prolif,hIAP block,A3A deaminase,hIAP activ,A3G deaminase,ATG4B inhibitor,mIAP inh,mIAP act,MPTP block
Nc1nc(-c2ccccc2)c(-c2ccccc2)s1,0,-14,0,1.1,-2,-5,11,0.89,-2.0
CCS(=O)(=O)N1CCC2(CC1)OCCN2S(=O)(=O)c1ccc(C)cc1,3,3,2,0.97,1,-6,1,0.99,-0.5
Cc1ccc(S(=O)(=O)NC(C)(C)CSc2nnc(N)s2)cc1,-1,-3,-3,1,-6,-3,3,0.97,-3.3
CC(CN1CCCCC1)NC(=O)c1cccs1 (centres undefined),-1,-12,-3,1.1,-3,3,11,0.89,0.3
O=C(Nc1ccccc1C(=O)NCCCN1CCOCC1)c1ccc(F)cc1F,1,-23,-2,1.2,-3,7,-3,1,-2.0
COc1cc(-c2nnc3n2CCCCC3)cc(OC)c1OC,4,5,-2,0.95,-6,1,-4,1,1.7
O=C(c1ccc(F)cc1F)N(Cc1ccccn1)Cc1ccco1,0,9,1,0.91,-3,5,0,0.99,-1.8
O=C1SC(c2ccccc2)=N/C1=C/c1ccco1,1,10,1,0.9,-4,-1,28,0.72,0.6
Cc1ccc(C)c(OCCC(=O)Nc2cc(S(=O)(=O)N3CCCCC3)ccc2C)c1,-5,1,-2,0.99,-5,-15,-48,1.5,-0.7
CC#CCCCC(=O)Nc1cc(OC)nc(OC)n1,-3,-11,2,1.1,-3,-8,2,0.98,0.5
Cc1ccccc1S(=O)(=O)Cc1ccc(C(=O)N(C)C2CCCCC2)o1,-2,18,-3,0.82,-3,1,4,0.96,-0.3
Cc1cc(C)c2c(=O)n(CC(=O)NC3CCCC3)sc2n1,-6,19,-2,0.81,51*,0,6,0.94,0.1
NC(=O)c1ccc(NC(=O)COC(=O)c2n[nH]c3ccccc23)cc1,0,5,19,0.95,-8,3,-2,1,0.2
CC(C)OC(=O)CSc1nc(N)c(C#N)c(-c2ccco2)c1C#N,-1,-11,3,1.1,-1,1,8,0.92,1.9
O=C(CN(C1CCCCC1)S(=O)(=O)c1ccc(Cl)cc1)NCc1cccnc1,2,-3,0,1,-2,-6,-4,1,2.5
CN(C)CCCN=Cc1c(-c2ccccc2)[nH]n(-c2nc3ccccc3s2)c1=O,-2,13,1,0.87,2,-34,3,0.97,-2.0
CCOc1cc(-c2c(C)c(C)nc(N)c2C#N)ccc1O,-1,-18,3,1.2,7,-7,-3,1,-5.5
CCn1cc(C(=O)NC(C)CCc2ccccc2)c(=O)c2cc(S(=O)(=O)N(C)C)ccc21 (centres undefined),0,3,-3,0.97,-5,-12,10,0.9,-0.7
Cc1ccc(N2CC(C(=O)Nc3c4c(nn3C(C)(C)C)CS(=O)(=O)C4)CC2=O)cc1C (centres undefined),2,-12,5,1.1,-3,8,-4,1,0.5
CC(=O)N1c2ccc(S(=O)(=O)NCC3CCC(C(=O)NCc4ccc(C)o4)CC3)cc2CC1C (centres undefined),1,-33,-3,1.3,-1,-1,-5,1.1,-0.2
CCCC(C(=O)NC1CCCC1)N(Cc1ccccc1Cl)C(=O)c1snc(C(N)=O)c1N (centres undefined),-1,8,-2,0.92,-5,3,5,0.95,0.7
Cc1c(CCC(=O)O)c(=O)oc2c(C)c(OCc3cc4c(cc3Cl)OCO4)ccc12,-3,5,-7,0.95,-5,-4,-9,1.1,18
COc1ccc2[nH]c3c(=O)n(CCN4CCOCC4)cnc3c2c1,0,4,-3,0.96,-3,-4,9,0.91,-0.3
COc1cc(C(=O)Nc2sc(C(=O)N3CCOCC3)c(C)c2C#N)cc(OC)c1OC,-2,-2,2,1,-1,-3,3,0.97,-0.7
O=c1oc2ccc(C#CC3(O)CCCCC3)cc2cc1-n1cc(-c2ccccn2)nn1,-3,-1,0,1,-10,-9,-7,1.1,0.8
# More results follow.
SMILES,MIN6 prolif,hIAP block,A3A deaminase,hIAP activ,A3G deaminase,ATG4B inhibitor,mIAP inh,mIAP act,MPTP block
CSCCC1NC(=O)N(CC(=O)N2N=C(c3ccc(Cl)cc3)CC2c2ccco2)C1=O (centres undefined),-2,-1,2,1,-7,-13,3,0.97,-10
COC1=CC(=O)[C@@]2([C@@H]1O)[C@@H](Cl)C[C@]13C(OC)=C(OC)C(=O)C[C@]21CCN3C,0,-4,-2,1,-9,2,-5,1,0.1
CN(CCOc1ccccc1)CC(=O)Nc1cccc(C#N)c1,1,15,-3,0.85,-11,0,-2,1,-2.2
Cc1cc(=O)n(Cc2ccccc2)c2ccccc12,9.2*,13,-3,0.87,-7,1,6,0.94,0.6
COc1ccccc1CNC(=O)COC(=O)c1cc(C)oc1C,-2,8,2,0.92,-1,3,15,0.85,-5.3
COc1ccccc1N1C(=O)CC(N2CCN(c3ccc(F)cc3)CC2)C1=O (centres undefined),-2,4,-7,0.96,-6,-3,-7,1.1,0.5
CCOc1ccc2[nH]cc(C(=O)O)c(=O)c2c1,-2,3,-4,0.97,-7,-2,0,1,0.5
Cc1ccc2nc(N3C(=O)C(O)=C(C(=O)c4ccc(C)o4)C3c3ccco3)sc2c1 (centres undefined),-7,-22,19,1.2,18,-30,50*,0.5,1.7
O=C(NCC1CCCO1)c1nn2c(C(F)(F)F)cc(-c3cccs3)nc2c1Cl (centres undefined),1,8,4,0.92,0,0,-1,1,-0.6
CCCNC(=O)c1cc2cc([N+](=O)[O-])ccc2s1,1,0,1,1,18,0,7,0.93,-0.7
COc1ccc(C(=O)O)cc1NC(=S)NC(=O)CSc1ccc(Cl)cc1,-1,-2,-1,1,-1,1,-4,1,-0.6
O=[N+]([O-])c1ccc(NC(=S)N2CCN(c3ccc(F)cc3)CC2)cc1,-1,10,-3,0.9,-3,1,14,0.86,5.9
CCCCc1cc(=O)oc2cc(OCC(=O)NCC3CCC(C(=O)O)CC3)ccc12 (centres undefined),1,-8,-5,1.1,-4,-2,-6,1.1,0.6
CC(NC(=O)CNC(=O)c1sc2ccccc2c1Cl)c1ccc(S(N)(=O)=O)cc1 (centres undefined),3,14,2,0.86,-6,-12,9,0.91,-1.2
O=C(CN1CCC(O)(c2ccccc2)CC1)Nc1ccc2c(c1)OCCO2,-2,-8,2,1.1,-4,-5,2,0.98,-0.4
CC(=O)Nc1ccc(CCc2nc3ccccc3[nH]2)cc1,0,2,-5,0.98,-7,3,-1,1,-0.3
COc1ccc(C(=O)NCc2nnc(SCC(=O)Nc3nnc(C)s3)o2)cc1OC,-3,7,0,0.93,3,-1,37,0.63,-1.4
COc1ccc(S(=O)(=O)N2CCCN(CC(=O)Nc3ccc(OC)c(Cl)c3)CC2)cc1,1,5,3,0.95,-1,-17,4,0.96,-2.3
COc1cc(C)nc(N2CCCC(C(=O)Nc3ccccc3Br)C2)n1 (centres undefined),-1,-2,-5,1,-5,-6,-2,1,-0.6
Cc1ccc(S(=O)(=O)c2nc(-c3ccccc3Cl)oc2N(C)C)cc1,-5,-65,-2,1.7,-5,29,-3,1,2.2
Cc1ccc(Cl)cc1NC(=O)c1cc(NC(=O)CCCC(=O)O)ccc1N1CCCCC1,2,5,0,0.95,-4,12,0,1,1.3
COC(=O)c1ccc(Cn2cc(Cl)cn2)cc1,-5,-3,3,1,-3,-8,8,0.92,-0.1
O=C(Nc1ccc(F)c([N+](=O)[O-])c1)c1ccc2c(c1)OCCO2,-4,0,-10,1,-7,-5,9,0.91,2.0
CCC(c1nnnn1Cc1ccc2c(c1)OCO2)N1CCN(c2ccccc2)CC1 (centres undefined),2,25,2,0.75,5,-8,-2,1,-3.2
C=CCNC(=O)CN(Cc1ccccc1)S(=O)(=O)c1ccccc1,-3,-6,-2,1.1,-5,6,5,0.95,0.3
# Additional structures follow:
SMILES,MIN6 prolif,hIAP block,A3A deaminase,hIAP activ,A3G deaminase,ATG4B inhibitor,mIAP inh,mIAP act,MPTP block
CC(=O)c1ccccc1N(C(=O)c1ccco1)C(C(=O)NC1CCCC1)c1ccc(N2CCOCC2)cc1 (centres undefined),0,-5,-1,1.1,-10,3,5,0.95,2.1
O=C(Nc1ccc2nc(-c3ccco3)[nH]c2c1)c1ccco1,-4,9,5,0.91,2,9,2,0.98,-1.6
C/C(=N\OCC(=O)Nn1c(=O)[nH]c2ccccc2c1=O)c1cccs1,-1,-7,-3,1.1,-9,1,-5,1,0.3
COc1cccc(NC(=O)Nc2nnc(Cc3ccccc3F)s2)c1,-4,4,0,0.96,-5,2,9,0.91,15
CC(C)n1cc(C(=O)c2ccccc2O)cc(C#N)c1=O,-2,8,4,0.92,4,10,10,0.9,-0.3
COC(=O)c1ccc(/C=N/NC(=O)C(=O)N2CCCCCC2)cc1,-1,8,-3,0.92,-4,-8,6,0.94,-0.9
Cc1ccc(C(=O)C2CCN(S(=O)(=O)c3c(C)noc3C)CC2)cc1,-2,-2,-1,1,-5,-5,-6,1.1,2.2
O=S(=O)(c1ccccc1)N1CCCC1c1nc2ccccc2s1 (centres undefined),1,17,0,0.83,-1,2,-2,1,-0.2
COC(=O)[C@@H]1C[C@H]1[C@@H](NC(=O)c1ccccc1)c1ccccc1,-1,8,-5,0.92,-10,8,-13,1.1,0.0
CC(C)CC(=O)Nc1ccccc1N1CCOCC1,0,-9,5,1.1,1,3,0,1,-0.5
O=C(COC(=O)Cc1ccccc1[N+](=O)[O-])NCc1ccc(F)cc1,2,23,-3,0.77,-6,-1,7,0.93,0.7
Cc1sc2ncn(CC(=O)NCC3COc4ccccc4O3)c(=O)c2c1S(=O)(=O)N1CCOCC1 (centres undefined),-1,-8,3,1.1,-4,-7,-4,1,-0.9
O=C(CNC(=O)c1cn2ccccc2n1)Nc1ccc(F)c(F)c1,2,3,11,0.97,-4,-10,3,0.97,1.5
O=c1cc(-c2ccccc2)nc2cc(-c3ccco3)[nH]n12,-4,5,-6,0.95,-8,-3,12,0.88,0.2
O=C(CCN1CCc2ccccc2C1)Nc1ccccc1,-2,12,1,0.88,-5,-10,7,0.93,-0.2
O=S(=O)(Nc1ccc2cn[nH]c2c1)c1cc(Br)ccc1Br,6,-10,2,1.1,-3,-8,0,1,4.1
COC(=O)C(Cc1ccccc1)NC(=O)CCC(=O)NC(C)CCc1ccccc1 (centres undefined),3,-2,-4,1,-2,8,-6,1.1,-1.3
COc1ccc(-n2ncc3c(N4CCN(c5cc(C)ccc5C)CC4)ncnc32)cc1,0,18,0,0.82,-2,3,-3,1,3.6
Cc1cccc2sc(N(CCN(C)C)C(=O)/C=C/c3cccs3)nc12,-5,-6,4,1.1,3,9,3,0.97,1.9
CC(OC(=O)c1ccccc1C(=O)N(C)C1CCCCC1)C(=O)NC1(C#N)CCCCC1 (centres undefined),-1,8,-4,0.92,-8,-48,-12,1.1,-0.2
CC(C)CC(=O)N1CCN(C(=O)c2ccc(-c3ccccc3)cc2)CC1,1,-4,-3,1,-4,2,-5,1,0.0
COc1ccccc1NC(=S)NNC(=S)Nc1ccc(OC(F)F)cc1,1,-9,-3,1.1,-3,-8,11,0.89,97*

# No new results follow: entries from further up.
SMILES,MIN6 prolif,hIAP block,A3A deaminase,hIAP activ,A3G deaminase,ATG4B inhibitor,mIAP inh,mIAP act,MPTP block
Cc1cccc2sc(N(CCN(C)C)C(=O)/C=C/c3cccs3)nc12,-5,-6,4,1.1,3,9,3,0.97,1.9
CC(OC(=O)c1ccccc1C(=O)N(C)C1CCCCC1)C(=O)NC1(C#N)CCCCC1 (centres undefined),-1,8,-4,0.92,-8,-48,-12,1.1,-0.2
CC(C)CC(=O)N1CCN(C(=O)c2ccc(-c3ccccc3)cc2)CC1,1,-4,-3,1,-4,2,-5,1,0.0
COc1ccccc1NC(=S)NNC(=S)Nc1ccc(OC(F)F)cc1,1,-9,-3,1.1,-3,-8,11,0.89,97*

# Source: PubChem BioAssay (Sanford-Burnham Center for Chemical Genomics)
